From PubChem BioAssay
B2AR arrestin ag = qHTS assay of beta-arrestin-biased ligands of beta2-adrenergic receptor: NCGC Sytravon Library Screen; 44,000 tested, under 10 active; Beta-2 adrenergic receptor (Homo sapiens), P07550; Potency, µM (highest dose often 46.1 µM), inactives show top-dose activation, usual class: activators; HTLA Tango cells, beta-arrestin recruitment, luciferase luminescence, 18 h; AID 1347077, 2019;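 note: potency is the fitted concentration of half-maximal effect; 0% = DMSO and full agonism = EC100 isoproterenol or metaproterenol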
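Tango cells (recombinant beta2-AR, beta-arrestin, tTA-driven luciferase), 1500/well in DMEM 1% FBS, treated 18 h at 37 °C with compounds up to 46 µM; luciferin mix added, luminescence read after 15 min; %activity curves fitted and curve-classed.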
GALK inh = qHTS Assay for Inhibitors of Human Galactokinase (GALK): NCGC Sytravon Library Screen; Potency, µM (series often up to 57.5 µM), for inactives: at the top dose activity, negative = inhibition, actives largely listed as inhibitors; recombinant GALK, Kinase-Glo ATP luminescence, 1 h; P51570; 44,000 tested, under 10 active;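 note: plate controls were full GALK reaction for no effect and reaction lacking GALK for full effect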
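Reactions with and without enzyme served as controls. GALK at 5 nM phosphorylates 100 uM galactose using 35 uM ATP (HEPES pH 8.0, Mg2+) for 1 h at RT, with luminescence read 10 min after adding Kinase-Glo Plus.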
p53null 39C tox = qHTS Screen for Compounds that Selectively Target Cancer Cells with p53 Mutations: Cytotoxicity of p53 Null Cells at the Nonpermissive Temperature; H1299 p53-null (neo) cells, 39C, ATPlite viability, 24 h; Potency, µM (titrated, usually from 46.1 µM), inactives show top-dose activity, negative = cell killing, most hits filed as cytotoxic; 0.97% of 55,000 active; AID 904, 2007;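 note: potency is the fitted concentration of half-maximal effect; 0% = DMSO only and -100% = full killing by 100 µM tamoxifen; nearly all actives have a fitted effect of over 50% in size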
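H1299 lung cancer cells, p53-null (H1299-neo) or expressing p53 A138V (H1299-p53A138V), were plated overnight at 37C, then exposed to compounds at up to 46 uM for 24 hr at 39C. Viability was read by ATP-based luminescence.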
FH mod = Identification of activators of human fumarate hydratase by quantitative high-throughput screening; Fumarate hydratase, mitochondrial (Homo sapiens), P07954; FH coupled MDH/diaphorase resazurin fluorescence, 15 min; Potency, µM (titrated, usually from 79.9 µM), inactives show top-dose activity change, negative = inhibition, most hits filed as inhibitors; 0.22% of 54,000 active; AID 1347055, 2019; note: potency is the fitted concentration of half-maximal effect; % is set by controls: 0 for no effect and ±100 for the full control effect; the screen sought activators but most active calls are inhibition curves; nearly all actives have a fitted effect of over 45% in size
Target sequence (P07954 whole entry, looked up): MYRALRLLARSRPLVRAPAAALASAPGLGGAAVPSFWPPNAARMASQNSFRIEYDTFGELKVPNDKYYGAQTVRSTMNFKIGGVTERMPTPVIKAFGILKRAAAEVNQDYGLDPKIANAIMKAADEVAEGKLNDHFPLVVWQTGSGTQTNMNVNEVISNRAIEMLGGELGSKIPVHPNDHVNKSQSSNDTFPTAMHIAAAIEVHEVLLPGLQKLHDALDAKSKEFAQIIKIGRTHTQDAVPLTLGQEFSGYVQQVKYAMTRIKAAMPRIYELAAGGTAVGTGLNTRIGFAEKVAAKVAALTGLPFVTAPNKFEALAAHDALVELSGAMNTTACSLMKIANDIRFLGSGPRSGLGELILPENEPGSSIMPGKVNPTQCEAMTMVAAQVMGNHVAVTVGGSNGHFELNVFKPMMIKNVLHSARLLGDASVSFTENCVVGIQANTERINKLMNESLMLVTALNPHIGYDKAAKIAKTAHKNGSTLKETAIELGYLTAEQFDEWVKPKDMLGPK
TSG101-PTAP inh = qHTS Validation Assay for Inhibitors of HIV-1 Budding by Blocking the Interaction of PTAP/TSG101: Sytravon Library Screen. Tumor susceptibility gene 101 protein (Homo sapiens), Q99816. Fluorescence polarization, FITC-PTAP peptide/Tsg101, 20 min. Potency, µM (doses to about 115 µM), inactives show at the top dose activity change, negative = inhibition, actives largely listed as inhibitors. 44,000 tested, under 10 active; note: potency is the fitted concentration of half-maximal effect; 0% is about no effect
Target sequence (Q99816 whole entry, looked up): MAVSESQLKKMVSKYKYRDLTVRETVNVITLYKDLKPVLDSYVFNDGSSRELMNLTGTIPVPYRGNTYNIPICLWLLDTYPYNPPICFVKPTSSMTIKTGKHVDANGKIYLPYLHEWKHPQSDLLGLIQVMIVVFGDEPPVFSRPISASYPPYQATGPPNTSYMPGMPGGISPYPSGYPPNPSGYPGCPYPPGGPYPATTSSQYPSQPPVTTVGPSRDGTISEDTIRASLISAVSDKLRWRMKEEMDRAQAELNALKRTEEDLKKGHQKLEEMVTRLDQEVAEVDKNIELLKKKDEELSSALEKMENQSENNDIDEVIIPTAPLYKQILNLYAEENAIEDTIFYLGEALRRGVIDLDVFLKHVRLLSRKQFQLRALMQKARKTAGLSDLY
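qHTS FP binding, 20 min r.t.: 10 uM Tsg101 domain + 50 nM FITC-PTAP peptide, pH 7.5 HEPES buffer with TCEP and EDTA.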
NTMT1 inh = Primary qHTS for Inhibitors of N-terminal methyltransferase 1 (NTMT1): MTaseGlo Assay; NTMT1 MTase-Glo SAH luminescence, purified enzyme; Potency, µM (series often up to 114 µM), inactives show at the top dose activity change, negative = inhibition, actives largely listed as inhibitors; 2.5% of 59,000 active; AID 1645870, 2021;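 note: potency is the fitted concentration of half-maximal effect; plate controls were DMSO vehicle for no effect and no enzyme for full effect; nearly all actives have a fitted effect of over 65% in size; many of its hits are not listed in these tables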
p53null 32C tox = qHTS Screen for Compounds that Selectively Target Cancer Cells with p53 Mutations: Cytotoxicity of p53 Null Cells at the Permissive Temperature | H1299-neo p53 null cells, ATP luminescence, 24 h, 32C | Potency, µM (series often up to 46.1 µM), without a hit: top-dose activity change, negative = cytotoxicity, hits mostly cytotoxic | 0.62% of 55,000 active | AID 903, 2007;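 note: potency is the fitted concentration of half-maximal effect; 0% = DMSO only and -100% = full killing by 100 µM tamoxifen; nearly all actives have a fitted effect of over 55% in size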
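Overnight 37C seeding (600 cells/well) of H1299-neo preceded a 24 hr, 32C exposure to compounds up to 46 uM. ATP levels, read by luminescence after 20 min at RT, indicated surviving cells.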
* marks the source's active call; other numbers are inactive results; ? = inconclusive; nt = no result given; [ ] = remark or other dose. Calls come from the whole dose curve; as a rule, active = well fitted curve in the direction sought with a large enough effect; inconclusive = small, poorly fitted or top-dose-only effect, or another doubt; inactive = no such curve, though single readings can be large; an effect the other way counts as inactive or inconclusive. These rows are one share of the data; the hit share may differ from the screen's.

SMILES	B2AR arrestin ag	GALK inh	p53null 39C tox	FH mod	TSG101-PTAP inh	NTMT1 inh	p53null 32C tox
CN(C1CCCCC1)S(=O)(=O)c1ccc2c(c1)c(=O)c(C(=O)N1CCN(c3ccc(F)cc3)CC1)cn2C	-0.2%	-2.0%	-2.7%	-1.3%	-4.8%	-3.8%	0.1%
CCN(Cc1ccccc1)C(=O)CN1C(=O)COc2ccc(S(=O)(=O)N(CC)CC)cc21	0.9%	-15.5%	-5.4%	-3.9%	-3.2%	-3.4%	-4.1%
Cc1ccc(NC(=O)C2CCCN2S(=O)(=O)c2ccc3c(c2)CCCC(=O)N3)cc1C (stereo unspecified)	1.9%	-1.5%	-12.5%	6.2%	-1.1%	-1.4%	-10.3%
Cc1cc(C)c(/C=C/c2onc(C)c2S(=O)(=O)N2CCC(C(=O)NCCc3ccccc3)CC2)c(C)c1	-0.7%	-1.4%	-1.4%	?	0.6%	17.4%	0.7%
COc1ccc(OC)c(-c2noc(CSc3nnc(-c4ccccc4)n3-c3ccccc3)n2)c1	-1.1%	-0.6%	-13.5%	-16.9%	0.1%	5.6%	14.1%
COc1ccc(OC)c(NC(=O)c2c(N3CCCC3=O)c3cc(OC)ccc3n2C)c1	0.5%	1.6%	10.9%	-8.3%	-10.6%	?	-6.8%
CCOC(=O)c1cc(-c2ccc(OC)cc2)nn1Cc1ccccc1	0.8%	-3.1%	26.5%	-9.0%	-4.6%	3.2%	19.1%
CC(=O)c1cccc(Nc2ccc3cc(S(=O)(=O)N4CCC(C)CC4)ccc3n2)c1	2.9%	1.2%	13.1%	?	-0.8%	-0.7%	17.4%
COc1ccc(C2C(=O)N(C3CCCCCC3)CC(=O)N2Cc2ccc(C)cc2)cc1OC (stereo unspecified)	-0.5%	2.8%	-9.3%	nt	0.5%	nt	6.9%
O=C(Cc1csc2ccccc12)NCc1ccc(F)cc1	-2.8%	1.0%	-7.5%	-13.6%	0.3%	5.5%	-7.2%
Cc1ccc(NC(=O)N2CCN(c3cc(-c4noc(C)n4)ccc3C)CC2)c(F)c1	0.3%	1.3%	-6.6%	-9.6%	-7.2%	-17.4%	-3.2%
CCCN(CCC)C(=O)Cn1c(=O)n(CCCCCC(=O)NCc2ccc3c(c2)OCO3)c(=O)c2sccc21	0.6%	3.6%	-4.1%	8.7%	-4.6%	-7.2%	9.8%
COc1ccc(C(=O)NNc2ncnc3c2cnn3-c2cccc(Cl)c2)cc1OC	-0.9%	-0.1%	24.6%	1.3%	0.1%	-7.4%	?
Cc1ccccc1NC(=O)c1ccc2[nH]c(C)c(C)c2c1	3.0%	-0.6%	?	2.7%	1.4%	-9.9%	-25.1%
COC(=O)c1cc(C)nc2c1c(=O)nc(SCc1cccc(C(F)(F)F)c1)n2C1CC1	-0.1%	2.8%	56.4%[activator]	2.3%	3.7%	-12.0%	55.3%[activator]
Cc1c(Cl)ccc2sc(N3CCN(C(=O)CCS(=O)(=O)c4ccc(F)cc4)CC3)nc12	-3.7%	-0.4%	29.7%	-26.1%	-5.3%	3.0%	3.1%
CC(=O)c1ccc(NC(=O)CC(c2cccs2)N2Cc3ccccc3C2=O)cc1 (stereo unspecified)	-0.3%	2.4%	-10.6%	7.0%	-2.7%	2.8%	-3.5%
CC(=O)Nc1ccc(NC(=O)CCNS(=O)(=O)c2cccc3nsnc23)cc1	-1.7%	5.4%	-0.9%	-9.8%	2.4%	-3.4%	-3.3%
CC1=C(c2ccc(Cl)cc2)S(=O)(=O)NC1=NCc1ccc(C)cc1	-2.7%	0.1%	-0.9%	-3.0%	-1.3%	-11.8%	-7.7%
CC(C)c1ccc(NC(=O)C2CCCN(S(=O)(=O)c3cccc4nonc34)C2)cc1 (stereo unspecified)	0.7%	-9.5%	?	4.5%	7.6%	8.8%	-4.6%
Cc1ccc(C2c3c(-c4ccccc4O)n[nH]c3C(=O)N2CCCO)cc1 (stereo unspecified)	?	-9.7%	10.8%	-2.3%	-1.6%	4.7%	6.9%
CCOc1cc(CNC(=O)c2ccc3c(c2)N(C)C(=O)C2CCCCN32)cc(OCC)c1OCC (stereo unspecified)	2.4%	4.0%	-9.8%	?	-3.1%	-7.3%	-1.4%
Cc1ccc2c(CC(=O)N(Cc3ccc(N(C)C)cc3)Cc3ccco3)coc2c1C	-0.2%	-0.2%	55.3%[activator]	-12.2%	2.3%	8.4%	5.4%
COc1ccc(-c2nc3c(c(SCC(=O)N4CCCCC4)n2)Cc2cc(C)ccc2O3)cc1	?	1.2%	-9.9%	-33.2%	-0.5%	13.9%	-0.7%
CCN1CCN(c2ncnc3c2cnn3-c2ccc(F)cc2)CC1	-0.2%	2.4%	-3.4%	-7.1%	0.0%	3.1%	-0.3%

One compound at a time, as listed above. Screens in order: B2AR arrestin ag	GALK inh	p53null 39C tox	FH mod	TSG101-PTAP inh	NTMT1 inh	p53null 32C tox
Cc1c(Cl)ccc2sc(N3CCN(C(=O)CCS(=O)(=O)c4ccc(F)cc4)CC3)nc12 is entered as -3.7%	-0.4%	29.7%	-26.1%	-5.3%	3.0%	3.1%
Cc1ccccc1NC(=O)c1ccc2[nH]c(C)c(C)c2c1 is entered as 3.0%	-0.6%	?	2.7%	1.4%	-9.9%	-25.1%

(listing goes on)
SMILES	B2AR arrestin ag	GALK inh	p53null 39C tox	FH mod	TSG101-PTAP inh	NTMT1 inh	p53null 32C tox
O=C(CSc1nc(-c2ccccc2)cn1-c1ccccc1)Nc1ccccc1	-1.1%	2.9%	3.7%	-13.7%	-0.7%	?	3.8%
CCOc1ccccc1NC(=O)COC(=O)c1cn(CC)c2nc(C)ccc2c1=O	-1.7%	1.8%	8.6%	5.1%	-6.1%	14.7%	2.6%
COc1ccc(-c2nc3ccccc3o2)cc1NC(=O)C(C)(C)Oc1ccc(Br)cc1	0.6%	0.2%	3.9%	-9.7%	-11.2%	2.8%	3.5%[9.22 µM]
Cc1ccc(NC(=O)CSc2nc3ccccc3c3nc(CCc4c(C)n[nH]c4C)nn23)c(C)c1	-3.3%	1.4%	-6.4%	3.2%	-2.5%	-4.6%	-4.9%
O=C(COc1ccc(Cl)cc1)N(Cc1ccco1)c1ccccn1	-4.3%	-0.6%	-22.6%	0.6%	-2.2%	?	-6.7%
Cc1ccc(NC(=O)c2sc(-n3nc(C)c(Cc4ccc5c(c4)OCO5)c3C)nc2C)cc1C	-3.8%	0.0%	-2.0%	-2.4%	-6.5%	20.1%	-9.8%
COc1cccc(Cn2c(SCC(=O)N(C)c3ccccc3)nc3ccccc32)c1	-0.2%	1.5%	4.1%	?	0.3%	8.5%	16.4%
Cc1ccc(C(=O)Nc2ccccc2)cc1S(=O)(=O)Nc1ccccc1	0.0%	4.9%	-7.7%	-8.7%	-2.7%	-4.0%	0.4%
Cc1ccccc1NC(=O)CSc1nc(-c2ccccc2)cn1-c1ccccc1F	-2.9%	-1.4%	62.0%[activator]	-31.5%	2.2%	14.2%	20.4%
O=C(CSc1nc2c([nH]c3ccccc32)c(=O)n1-c1cccc(Cl)c1)N1CCc2ccccc21	1.0%	-4.8%	11.8%	7.1%	-1.3%	-23.9%	3.4%
O=C(Nc1nnc(S(=O)(=O)N2CCc3ccccc32)s1)c1cccc(Cl)c1	-1.2%	-1.0%	18.9%	-20.3%	-3.0%	11.8%	9.2%
Cc1cccc(CC(=O)Nc2cccc(-c3nc4cccnc4s3)c2)c1	-1.9%	0.1%	-6.4%	-14.2%	2.9%	0.6%	3.0%
O=C(c1ccccc1Cl)N(Cc1ccco1)c1ccccn1	-4.1%	0.2%	-17.8%	1.8%	-1.1%	11.5%	-3.6%
COc1cccc(C(=O)Nc2ccc3nc(N4CCC(C)CC4)cc(C)c3c2)c1	-2.3%	0.5%	20.9%	-23.5%	-0.1%	10.8%	-4.8%
O=C(Nc1ccc(Br)cc1)c1ccc(F)c(S(=O)(=O)NC2CCCCCC2)c1	-1.4%	2.1%	5.1%	?	-0.1%	6.5%	46.2%[activator]
CCC(NC(=O)Nc1cc(OC)ccc1OC)c1c(-n2cccc2)sc2c1CCN(CC)C2 (stereo unspecified)	0.7%	-8.0%	-2.5%	-5.3%	3.8%	-23.0%	-4.0%
COc1ccc(S(=O)(=O)Nc2ccc(O)c(Sc3nc4ccccc4s3)c2)cc1	-2.1%	2.1%	12.5%	?	-2.6%	-0.6%	41.0%[activator]
CCOC(=O)c1ccc2c(c1)sc1nc(-c3ccc(OCC)cc3)cn12	-1.2%	-2.4%	?	4.4%	1.4%	7.1%	?
Cc1cc(C)cc(NC(=O)CSc2nncn3c2cc2occc23)c1	-0.4%	?	-20.5%	-2.4%	11.8%	-0.1%	-7.4%
O=C(CSc1nnc2[nH]c(=O)cc(-c3ccccc3)n12)Nc1cc(C(F)(F)F)ccc1Cl	-3.2%	-6.4%	0.794µM*	?	-1.4%	?	1.26µM*
CCC(C)Nc1oc(-c2ccc(COc3ccc(Cl)cc3)o2)nc1C#N (stereo unspecified)	-4.1%	5.4%	16.3%	-18.8%	2.2%	-0.7%	-13.7%
COC(=O)c1c(SCC(=O)Nc2ccccc2C(F)(F)F)[nH]c2ccc(Cl)cc2c1=O	0.5%	1.3%	6.31µM*	?	-3.2%	15.5%	-25.2%

Taken from above for reference:
SMILES	B2AR arrestin ag	GALK inh	p53null 39C tox	FH mod	TSG101-PTAP inh	NTMT1 inh	p53null 32C tox
O=C(COc1ccc(Cl)cc1)N(Cc1ccco1)c1ccccn1	-4.3%	-0.6%	-22.6%	0.6%	-2.2%	?	-6.7%
Cc1ccc(NC(=O)c2sc(-n3nc(C)c(Cc4ccc5c(c4)OCO5)c3C)nc2C)cc1C	-3.8%	0.0%	-2.0%	-2.4%	-6.5%	20.1%	-9.8%
COc1cccc(Cn2c(SCC(=O)N(C)c3ccccc3)nc3ccccc32)c1	-0.2%	1.5%	4.1%	?	0.3%	8.5%	16.4%
Cc1ccc(C(=O)Nc2ccccc2)cc1S(=O)(=O)Nc1ccccc1	0.0%	4.9%	-7.7%	-8.7%	-2.7%	-4.0%	0.4%
Cc1ccccc1NC(=O)CSc1nc(-c2ccccc2)cn1-c1ccccc1F	-2.9%	-1.4%	62.0%[activator]	-31.5%	2.2%	14.2%	20.4%
O=C(CSc1nc2c([nH]c3ccccc32)c(=O)n1-c1cccc(Cl)c1)N1CCc2ccccc21	1.0%	-4.8%	11.8%	7.1%	-1.3%	-23.9%	3.4%
